Compound activity (PubChem)
PPARg SRC-2 ag = agonists of SRC-2 recruitment by human PPARgamma | hit rate 0.34% among 200,000 | activation, % at 8 µM | PPARgamma LBD-SRC-2 recruitment, biochemical | P37231; in the data active means activation above about 22%;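 further: 0% = vehicle and 100% = reference agonist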
Target sequence (P37231 whole entry, looked up, the tested form may be a part): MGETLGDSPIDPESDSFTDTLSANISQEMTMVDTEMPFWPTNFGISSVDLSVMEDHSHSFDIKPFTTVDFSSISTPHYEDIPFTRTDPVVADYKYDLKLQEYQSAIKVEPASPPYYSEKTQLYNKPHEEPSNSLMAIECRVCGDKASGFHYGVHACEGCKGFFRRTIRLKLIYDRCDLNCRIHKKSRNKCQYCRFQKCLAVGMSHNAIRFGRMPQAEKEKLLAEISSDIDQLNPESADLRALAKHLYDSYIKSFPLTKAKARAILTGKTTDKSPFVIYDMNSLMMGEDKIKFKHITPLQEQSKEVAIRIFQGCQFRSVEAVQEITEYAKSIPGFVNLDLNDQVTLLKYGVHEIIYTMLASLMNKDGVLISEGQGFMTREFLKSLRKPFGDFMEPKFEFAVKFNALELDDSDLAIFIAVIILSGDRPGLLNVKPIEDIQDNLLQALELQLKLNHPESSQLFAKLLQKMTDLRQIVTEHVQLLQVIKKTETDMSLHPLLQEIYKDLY
SRC2 TRFRET art = counter-screen for PPARgamma SRC-2 recruitment agonists: TR-FRET artefact; active compounds read high; TR-FRET ratio at 8 µM; hit rate 0.4% among 200,000; in the data active means TR-FRET ratio above about 2000; further: inactives centre near 1500
TNAP inh no acc = TNAP (human) inhibition, acceptor-free conditions; P05186; purified TNAP, CDP-star luminescence, 30 min; inhibition, % at 20 µM; hit rate 0.26% among 200,000;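 active means tissue-nonspecific alkaline phosphatase inhibition above about 50% at 20 µM in the single-dose screen, limit read from the data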;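 further: 0% = DMSO negative control and 100% = EDTA positive control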
Target sequence (P05186 whole entry, looked up): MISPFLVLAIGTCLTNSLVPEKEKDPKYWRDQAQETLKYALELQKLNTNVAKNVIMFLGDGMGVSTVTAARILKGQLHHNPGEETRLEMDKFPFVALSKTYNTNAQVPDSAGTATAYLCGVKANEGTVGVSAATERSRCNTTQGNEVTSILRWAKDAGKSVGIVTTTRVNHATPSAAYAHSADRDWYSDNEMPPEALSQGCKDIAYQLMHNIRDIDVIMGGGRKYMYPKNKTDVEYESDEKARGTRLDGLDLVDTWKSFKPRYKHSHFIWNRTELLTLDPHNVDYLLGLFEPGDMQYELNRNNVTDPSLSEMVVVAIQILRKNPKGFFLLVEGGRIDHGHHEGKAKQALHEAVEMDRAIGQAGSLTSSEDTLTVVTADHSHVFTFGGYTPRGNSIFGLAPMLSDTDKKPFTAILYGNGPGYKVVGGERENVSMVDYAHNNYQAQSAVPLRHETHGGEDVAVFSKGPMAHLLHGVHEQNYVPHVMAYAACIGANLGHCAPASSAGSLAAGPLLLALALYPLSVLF
bIAP inhibitor = blocks bovine intestinal alkaline phosphatase activity; 190,000 tested, under 10 active; AID 1019; purified bovine IAP, CDP-star luminescence, 30 min; inhibition, % at 20 µM;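 active means over 50% inhibition of intestinal alkaline phosphatase at 20 µM in the single-dose screen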
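Assay system – bovine IAP enzyme · Quantity – bovine IAP at 1/65,000,000 final dilution · Detection – CDP-star luminescence signal · Times – 30 min reaction at room temperature · Also added – CDP-star substrate at 30 µM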
TNAP inh hiacc = blocks human TNAP under high phosphate acceptor concentration | inhibition, % at 20 µM | purified TNAP, CDP-star luminescence, 1 M DEA | hit rate 0.03% among 200,000 | P05186;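 active means over 50% inhibition of tissue-nonspecific alkaline phosphatase at 20 µM in the single-dose screen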;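 further: plate controls were DMSO wells for no effect and EDTA-quenched wells as full inhibition for full effect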
bIAP activator = intestinal alkaline phosphatase (bovine) activation; purified bovine IAP, CDP-star luminescence, 30 min; active compounds read high; fold of DMSO-control signal, blank-subtracted; activation factor at 20 µM; hit rate 0.17% among 200,000;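 active means activation factor of 2 or more at 20 µM, a signal rise over negative controls twice the positive control's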
PPARg SRC3 recr = promotes SRC-3 coactivator recruitment by human PPARgamma; P37231; biochemical PPARgamma/SRC-3 coactivator recruitment assay; activation, % at 8 µM; hit rate 0.26% among 200,000; AID 731; in the data active means activation above about 23%;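 further: 0% = DMSO and 100% = reference agonist; some compounds past the cut are filed as inactive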
PPARg SRC1 recr = promotes SRC-1 coactivator recruitment by human PPARgamma; P37231; PPARgamma-SRC-1 coactivator recruitment biochemical assay; activation, % at 8 µM; hit rate 0.41% among 200,000; AID 631; in the data active means activation above about 19%;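 further: 0% = DMSO and 100% = reference agonist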
Efa HMGR inh = E. faecalis class II HMG-CoA reductase inhibition; purified E. faecalis HMGR, NADPH absorbance 340 nm kinetic; inhibition, % at 10 µM; hit rate 0.41% among 190,000;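 active means inhibition above a set limit, the median over all tested compounds plus 3 SD, cut at about 9.5% in these data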;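 further: enzyme runs in reverse so mevalonate oxidation gives rising NADPH absorbance; 0% = complete reaction with DMSO and 100% = background rate lacking mevalonate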
TNAP act hi DEA = increases human TNAP activity under high phosphate acceptor concentration; purified TNAP, CDP-star luminescence, 1 M DEA, 30 min; active compounds read high; 0 = EDTA background, 1 = DMSO-only activity; activation factor at 20 µM; 200,000 tested, under 10 active;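 active means activation factor at least 2 at 20 µM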
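Measured by: Luminescent substrate turnover signal | Test system: Human TNAP | Input: TNAP 1/800 final | Dosing: 20 µM single point | Schedule: 30 min, room temperature | Controls: EDTA wells as negative control, DMSO wells as positive control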
* hit, by the source's call.

SMILES	bIAP activator	TNAP inh no acc	TNAP inh hiacc	TNAP act hi DEA	bIAP inhibitor	PPARg SRC1 recr	PPARg SRC3 recr	SRC2 TRFRET art	PPARg SRC-2 ag	Efa HMGR inh
O=c1cc(-c2ccccc2)[nH]c2cc(Cl)ccc12	1.1	-2	6	0.9	-9	4	2	1514	4	-5
COc1ccccc1NS(=O)(=O)c1ccc2oc(SCc3ccc(C#N)cc3)nc2c1	0.6	-11	6	0.9	44	0	2	1515	-2	-1
N#Cc1c(-c2ccc(Cl)cc2)c(C#N)c(=O)n(N)c1N	1	1	-4	1	-3	-2	0	1434	-7	-5
O=C(O)CSc1c(-c2ccccc2)[nH]c2ccccc12	1.1	-11	-6	1.1	-8	-4	0	1544	-3	2
CC(C)(C)c1nc(NCC2CCCO2)c2nnn(Cc3ccccc3)c2n1 (stereo not given)	1.1	5	-4	1	-7	7	18	1628	6	-6
ON=C1CCN(c2ncc(C(F)(F)F)cc2Cl)CC1	1	0	1	1	3	0	-7	1464	0	-1
Cc1ccccc1P(=O)(CO)c1ccccc1C	1	-10	-3	1	-2	-5	-9	1647	8	-10
CC(C)(C)n1nc2c(c1NC(=O)COc1ccc(Cl)cc1)CS(=O)(=O)C2	0.9	16	2	1	14	3	-1	1783	3	-1
COCCCNC(=O)c1cc(C)nc2ccc(F)cc12	1.1	-2	4	1	-10	8	-1	1353	-1	2
Nc1c(-c2ccc(F)cc2)cnc2ncnn12	1	-21	-4	1	-3	-2	17	1476	-7	-6
OC(COc1ccc2c(c1)CCC2)CN1CCN(c2cccc(Cl)c2)CC1 (stereo not given)	1.1	-11	-5	1	-7	-1	1	1500	10	2
O=C(CNCC1CCCO1)Nc1ccc([N+](=O)[O-])cc1C(=O)Nc1ccccc1F (stereo not given)	1.1	-15	-6	1.1	-7	-6	1	1370	3	-2
COC(=O)c1ccc(CS(=O)(=O)c2ccc(C)cc2)cc1	0.9	-16	-3	1	9	3	2	1607	8	-2
CS(=O)(=O)N1N=C(c2cccs2)CC1c1ccc(Cl)o1 (stereo not given)	0.9	1	-2	1	10	-1	-4	1448	0	-5
O=C(Nc1ncc2c(n1)-c1ccccc1CC2)c1cccc(Cl)c1	0.9	-10	-6	1.1	12	-2	-2	1425	0	-10

Another view of some results above:
COCCCNC(=O)c1cc(C)nc2ccc(F)cc12
- bIAP activator: 1.1
- TNAP inh no acc: -2
- TNAP inh hiacc: 4
- TNAP act hi DEA: 1
- bIAP inhibitor: -10
- PPARg SRC1 recr: 8
- PPARg SRC3 recr: -1
- SRC2 TRFRET art: 1353
- PPARg SRC-2 ag: -1
- Efa HMGR inh: 2

Nc1c(-c2ccc(F)cc2)cnc2ncnn12
- bIAP activator: 1
- TNAP inh no acc: -21
- TNAP inh hiacc: -4
- TNAP act hi DEA: 1
- bIAP inhibitor: -3
- PPARg SRC1 recr: -2
- PPARg SRC3 recr: 17
- SRC2 TRFRET art: 1476
- PPARg SRC-2 ag: -7
- Efa HMGR inh: -6

Further records
SMILES	bIAP activator	TNAP inh no acc	TNAP inh hiacc	TNAP act hi DEA	bIAP inhibitor	PPARg SRC1 recr	PPARg SRC3 recr	SRC2 TRFRET art	PPARg SRC-2 ag	Efa HMGR inh
CCCCOc1ccc(C(=O)O)cc1	0.9	-5	-2	1	6	-7	-13	1310	-3	2
O=C(Nc1cccnc1)C1CCN(S(=O)(=O)c2cccc3nonc23)CC1	1	-4	0	1	4	-3	-2	1397	5	4
CCCn1c(SCC(=O)Nc2nccs2)nnc1-c1cccnc1	0.9	-11	-5	1.1	9	8	-3	1546	7	-8
O=c1[nH]c(SCc2nc3ccccc3c(=O)n2-c2ccccc2C(F)(F)F)nc2ccccc12	0.7	-12	3	1	29	6	5	1727	12	2
Cn1c(=O)c2[nH]c(N3CCN(c4cccc(O)c4)CC3)nc2n(C)c1=O	1	-5	-2	1	-4	13	2	1551	-6	0
CC(=O)NC1C(OCCOc2ccc(Cl)cc2Cl)OC(COC(C)=O)C(OC(C)=O)C1OC(C)=O (stereo not given)	1	-10	-5	1.1	-2	-2	-1	1506	6	-7
CC(C)CCNC(=O)NC(=O)CSc1nnc2ccccn12	1	-10	-2	1	4	-1	-7	1504	0	-5
CCc1ccc(C2CC(=O)NC(SCC(=O)OC(C)C)=C2C#N)cc1 (stereo not given)	0.9	-26	-10	1.1	8	2	1	1690	3	1
CN(C)c1ccc(C(=O)c2ccc(N(C)C)c(N)c2)cc1N	0.9	-9	-4	1	14	2	-5	1424	4	-4
COc1ccccc1-c1nnc(SCC(=O)N2CC(C)CC(C)C2)o1 (stereo not given)	1	-4	1	1	-1	6	4	1519	6	-1
O=c1ccc2c(o1)/C(=C/C=C(Cl)Cl)CCC2	0.9	0	-4	1	6	5	3	1565	13	-2
O=C(C/C=N/OCc1ccc(F)cc1Cl)c1cnc(-c2ccccc2)s1	0.9	-8	0	1	8	4	7	1644	4	11*
N#Cc1ccc(N=c2ssnc2Cl)cc1	1.1	-18	0	1	-12	5	18	1355	-3	-6
CCOc1ccc(CCNC(=O)c2[nH]c(C)c(C(C)=O)c2CC)cc1OCC	1	-7	-1	1	-5	-8	1	1466	-10	-7
Cc1ccccc1NC(=O)Cn1c(=O)n(CC2CCCO2)c(=O)c2ccccc21 (stereo not given)	0.8	-6	0	1	16	9	6	1576	5	-2
COc1cccc(-c2nnc(SCc3ccc(C#N)cc3)n2Cc2ccco2)c1	1.1	-14	-8	1.1	-7	0	4	1566	2	4
O=C(CN1CCN(c2ccccc2F)CC1)N1N=CCC1c1ccccc1 (stereo not given)	1	5	2	1	1	-7	1	1722	-1	1
O=C(N/N=C/c1cnc(N2CCOCC2)s1)c1ccccc1	1	-14	-9	1.1	0	2	5	1485	2	9
CCCCc1cc(O)c(CCCC)c(O)c1	0.7	-10	-3	1	28	5	5	1645	-2	-5
COc1ccc(S(=O)(=O)N2CCC(C(=O)Nc3ccc(F)cc3)CC2)c2cccnc12	1.1	0	-1	1	-12	-6	-3	1707	0	-3
C=CCn1c(N)cc(=O)nc1SCC(=O)Nc1cccc2ccccc12	1	-8	-7	1.1	2	-4	5	1684	-1	1
Cc1ccc(NC(=O)C(OC(=O)c2ccc(F)cc2)c2ccccc2)cc1Cl (stereo not given)	1	-20	1	1	0	4	3	1592	9	0
COc1nc(Nc2cccc(C(F)(F)F)c2)nc(OC)n1	0.9	0	0	1	6	4	14	1611	4	1
COc1ccc(CC(=O)NC(C)c2nnc(SCc3nc4ccccc4c(=O)[nH]3)n2C)cc1 (stereo not given)	1.1	-7	-4	1	-7	-2	15	1444	5	-5
COc1ccc(OC)c(-c2cc(C(=O)Nc3c(C)nn(Cc4ccccc4Cl)c3C)no2)c1	0.9	-14	-4	1	13	5	3	1395	7	-4
COc1ccc(Cl)cc1S(=O)(=O)n1ccnc1C(C)C	1	-14	-4	1	3	-1	-5	1515	-2	-4
CN(Cc1ccccc1)S(=O)(=O)c1ccc2[nH]cc(C(=O)NCC3CCCO3)c(=O)c2c1 (stereo not given)	0.9	3	-5	1	8	6	-6	1406	0	0
CS(=O)(=O)N1CCN(c2ncnc3c2cnn3-c2ccccc2)CC1	1	-12	-8	1.1	1	-2	4	1457	5	-3
O=C(Nc1nccs1)c1ccccn1	1.1	-105	-5	1.1	-8	2	3	1730	0	0
COc1ccc(CC(=O)Nc2cccc(C(=O)Nc3ccccc3C(=O)O)c2)cc1OC	0.9	-3	1	1	11	1	5	1627	5	-7

Some of these compounds in order of their number in PPARg SRC3 recr, largest number first.
mol	bIAP activator	TNAP inh no acc	TNAP inh hiacc	TNAP act hi DEA	bIAP inhibitor	PPARg SRC1 recr	PPARg SRC3 recr	PPARg SRC-2 ag	Efa HMGR inh
COc1ccc(CC(=O)NC(C)c2nnc(SCc3nc4ccccc4c(=O)[nH]3)n2C)cc1 (stereo not given)	1.1	-7	-4	1	-7	-2	15	5	-5
O=C(N/N=C/c1cnc(N2CCOCC2)s1)c1ccccc1	1	-14	-9	1.1	0	2	5	2	9
COc1cccc(-c2nnc(SCc3ccc(C#N)cc3)n2Cc2ccco2)c1	1.1	-14	-8	1.1	-7	0	4	2	4
COc1ccc(OC)c(-c2cc(C(=O)Nc3c(C)nn(Cc4ccccc4Cl)c3C)no2)c1	0.9	-14	-4	1	13	5	3	7	-4
COc1ccc(S(=O)(=O)N2CCC(C(=O)Nc3ccc(F)cc3)CC2)c2cccnc12	1.1	0	-1	1	-12	-6	-3	0	-3

The results go on.
SMILES	bIAP activator	TNAP inh no acc	TNAP inh hiacc	TNAP act hi DEA	bIAP inhibitor	PPARg SRC1 recr	PPARg SRC3 recr	SRC2 TRFRET art	PPARg SRC-2 ag	Efa HMGR inh
CCOC(=O)Cc1nn(C(C)C)c(=O)c2ccccc12	1	-4	-6	1.1	4	-6	-2	1282	0	8
S=C(Nc1ccccc1)Nc1ccc(Br)cn1	1.1	-9	-5	1	-14	5	4	1534	6	-3
CCOC(=O)c1c(-c2ccc(C)cc2)csc1NC(=O)CCN1CC(C)OC(C)C1 (stereo not given)	0.9	-13	-4	1	11	4	5	1680	4	-7
c1ccc(CC2CNc3ccccc3CN2)cc1 (stereo not given)	0.9	-3	-7	1.1	7	5	13	1665	2	-1
Cc1cc(C(=O)N/N=C/c2ccccn2)n[nH]1	1.4	-171	-7	1.1	-37	-2	4	1541	0	3
Cc1ccc(C(=O)N/N=C(\CC(C)C)c2ccccc2)cc1	0.9	-3	-2	1	8	0	1	1683	3	-3
Cc1ccc(C(=O)NNC(=O)CSc2n[nH]c(-c3cccnc3)n2)cc1	1.6	-88	-6	1.1	-65	6	7	1556	0	-3
COc1cccc(C(=O)Nc2ccc(N3CCN(S(C)(=O)=O)CC3)cc2)c1	0.9	-14	-3	1	8	3	7	1660	12	2
S=C(NCc1ccccc1Cl)NC1CCCC1	0.9	-1	-1	1	7	-10	-5	1310	-13	-4
CCN(CC)S(=O)(=O)c1ccc(C(=O)Oc2cc(C)[nH]c(=O)c2[N+](=O)[O-])cc1	0.9	-9	-3	1	5	-8	-9	1334	-4	4
COc1ccc(C(=O)NCc2cccnc2)cc1S(=O)(=O)N1CCOCC1	1	-7	-4	1	2	-7	-6	1413	-13	-2
Cc1nnc2sc(SCc3cccc(Cl)c3)nn2c1=O	1	-23	-5	1	2	6	4	1750	10	-2
O=c1c2[nH]c3ccc(Br)cc3c2ncn1CCCn1ccnc1	1.1	-7	-5	1	-14	5	-11	1417	-2	1
Cc1nc(C)n(CC(=O)N2CCCC(C(=O)c3cccc4ccccc34)C2)n1 (stereo not given)	1	-5	-3	1	-5	10	5	1609	3	1
Cc1ccc(SCCC(=O)N(C)C)cc1	0.9	-16	-6	1.1	7	-2	-8	1476	-8	0

Some of these compounds in order of number of heavy atoms, low to high.
SMILES	bIAP activator	TNAP inh no acc	TNAP inh hiacc	TNAP act hi DEA	bIAP inhibitor	PPARg SRC1 recr	PPARg SRC3 recr	SRC2 TRFRET art	PPARg SRC-2 ag	Efa HMGR inh
S=C(NCc1ccccc1Cl)NC1CCCC1	0.9	-1	-1	1	7	-10	-5	1310	-13	-4
Cc1nnc2sc(SCc3cccc(Cl)c3)nn2c1=O	1	-23	-5	1	2	6	4	1750	10	-2
O=c1c2[nH]c3ccc(Br)cc3c2ncn1CCCn1ccnc1	1.1	-7	-5	1	-14	5	-11	1417	-2	1
Cc1ccc(C(=O)NNC(=O)CSc2n[nH]c(-c3cccnc3)n2)cc1	1.6	-88	-6	1.1	-65	6	7	1556	0	-3
COc1cccc(C(=O)Nc2ccc(N3CCN(S(C)(=O)=O)CC3)cc2)c1	0.9	-14	-3	1	8	3	7	1660	12	2
